Source: PubChem BioAssay (National Center for Advancing Translational Sciences (NCATS))
KCNH2 3.1 inh = KCNH2 3.1 (human) potassium channel inhibition; activity change, % (tested at about 1.8 µM); AID 720553; U2OS KCNH2 3.1, thallium flux FluxOr; hits give low values; actives 0.95% (n = 340,000);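 active = maximum activity change below -70%; inconclusive = maximum activity change from -70% to -50%; inactive = maximum activity change above -50%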;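 also: thallium influx rate constant from kinetic fluorescence after stimulation buffer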
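Thallium flux read-out: FluxOr dye with Red40 quencher in HBSS/HEPES, 45 min at RT. Rate constants from kinetic reads were normalized to positive and negative DMSO controls. Cells: U2OS virally expressing the 3.1 isoform.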
PKM2 act = PKM2 (human) enzyme activation | actives 0.34% (n = 260,000) | P14618 | Potency, µM (series often up to 57.5 µM), inactives show at the highest dose activation, most hits filed as activators | purified PKM2, Kinase-Glo ATP luminescence, activation; response scale: 0% is enzyme alone, no compound; also: potency is read from the fitted curve at half-maximal effect; nearly all actives have a fitted effect of over 55% in size
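hPK-M2, >95% pure; 0.1 mM ADP / 0.5 mM PEP final; imidazole pH7.2 buffer w/ 7 mM MgCl2, 50 mM KCl; 1 h RT; Kinase-Glo lum. Intermediate enzyme activity for dual inhibitor/activator qHTS.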
Eya2 phos inh = inhibitors of human Eya2 phosphatase activity. Potency, µM (highest dose often 76.9 µM), without a hit: at the highest dose activity, negative = inhibition, actives largely listed as inhibitors. recombinant Eya2, OMFP fluorescence dephosphorylation (OMFP is methylfluorescein phosphate). O00167. actives 0.006% (n = 330,000); also: potency is read from the fitted curve at half-maximal effect
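Eya2 protein (added as 0.2 uM solution) was preincubated with compound for 10 min at ambient temperature in 50 mM HEPES pH 7.5, 50 mM NaCl, 5 uM MgCl2, 0.05% BSA, 1 mM DTT. OMFP (added at 50 uM) then reacted 10 min; fluorescence read at 485/525 nm.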
Chronic BCR inh = blocks chronic active B-cell receptor signaling | ABC-DLBCL IkBa-CBG/CBR reporter, luminescence ratio, 4 h | Potency, µM (highest dose often 46.1 µM), inactives show at the top dose ratio change, negative = lower green/red ratio, most hits filed as inhibitors | actives 0.05% (n = 340,000); active = well fitted inhibition curve with a large enough effect in the signal ratio, with a control signal flat, not every such curve was filed as active; inconclusive = small, poorly fitted or top-dose-only effect, or effect the other way, or a change in a side signal; the % refers to the signal ratio;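 also: potency is read from the fitted curve at half-maximal effect; plate controls were basal doxycycline-induced cells for no effect and cells given 10 µM MG132 for full effect; MG132 reads +100%, hits lower the ratio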
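Compounds up to 46 uM were incubated four hours with TMD8 cells whose green CBG68 luciferase is fused to IkappaBalpha; red CBR luminescence normalised the signal, and concentration-effect curves were fitted to fusion, red and ratio data.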
GALK inhibitor = galactokinase (human) inhibition; actives 0.007% (n = 270,000); Purified GALK, Kinase-Glo residual ATP luminescence; Potency, µM (top dose mostly 57.5 µM), without a hit: top-dose activity change, negative = inhibition, actives largely listed as inhibitors; P51570; also: potency is read from the fitted curve at half-maximal effect
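The enzyme phosphorylates galactose (100 uM) using ATP (35 uM); inhibition is detected as higher residual ATP, quantified by bioluminescence after 1 h reaction at room temperature, pH 8.0.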
KCNH2 WT inh = KCNH2 (human, wildtype) channel inhibition; Q12809; U2OS, BacMam KCNH2, thallium flux FluxOr; hits give low values; activity change, % at 1.84 µM; actives 0.37% (n = 340,000);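 active = maximum activity change below -70%; inconclusive = maximum activity change between -70% and -50%; inactive = maximum activity change above -50%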
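U2OS cells were transduced with wild-type KCNH2 virus (2.03 x 10^8 / mL) for 4 h at room temperature, then cultured overnight at 37 C. Thallium flux was read with FluxOr dye. Rate constants were normalized to DMSO controls.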
Coupling enz = coupling enzyme interference in Giardia aldolase counter-screen. coupling enzyme system counterscreen, AmpLite Red fluorescence. activity change, negative = inhibition, % at 58.2 µM, hits read low. actives 0.67% (n = 290,000). AID 2472; in the data active = activity change below about -30%
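Coupling enzymes only (glyceraldehyde-3-phosphate) + compound, at 57.5 uM final, 10 min RT; add substrate/coupling/AmpLite Red mix, 20 min RT; fluorescence ex 525/em 598 nm. Actives flag coupling-system interference.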
uPA surface inh = inhibitors of cell surface uPA generation | cell surface uPA generation assay, qHTS | Potency, µM (doses to about 38.3 µM), without a hit: at the highest dose activity change, negative = inhibition, usual class: inhibitors | actives 0.31% (n = 330,000) | AID 540303; active = well fitted inhibition curve with a large enough effect; inconclusive = small, poorly fitted or top-dose-only effect; inactive = no such curve, though single readings can be large or run the other way; tested in mouse RAW 264.7 cells; also: potency is read from the fitted curve at half-maximal effect; nearly all actives have a fitted effect of over 55% in size
B2AR arrestin = beta2AR (human) beta-arrestin recruitment activity; P07550; beta-arrestin recruitment to beta2AR, cell-based reporter; Potency, µM (top dose mostly 46.1 µM), inactives show at the highest dose activation, actives largely listed as activators; actives 0.02% (n = 330,000); AID 492947;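 also: potency is read from the fitted curve at half-maximal effect; 0% = DMSO controls and full agonism = EC100 isoproterenol or metaproterenol; nearly all actives have a fitted effect of over 65% in size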
Target sequence (P07550 whole entry, looked up): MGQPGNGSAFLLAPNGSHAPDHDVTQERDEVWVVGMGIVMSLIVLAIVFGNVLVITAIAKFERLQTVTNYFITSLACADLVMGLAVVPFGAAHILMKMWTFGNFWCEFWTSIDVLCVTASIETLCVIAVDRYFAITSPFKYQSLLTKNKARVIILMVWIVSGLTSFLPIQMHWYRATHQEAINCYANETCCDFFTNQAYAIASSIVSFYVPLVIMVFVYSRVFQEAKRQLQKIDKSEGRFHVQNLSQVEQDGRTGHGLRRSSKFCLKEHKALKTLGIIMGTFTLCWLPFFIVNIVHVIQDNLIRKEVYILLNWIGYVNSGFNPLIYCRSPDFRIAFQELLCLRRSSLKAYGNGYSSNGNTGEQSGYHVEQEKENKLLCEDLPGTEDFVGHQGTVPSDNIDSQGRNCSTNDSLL
USP2a inh = USP2a (human) protease inhibition; Potency, µM (highest dose often 38.3 µM), for the others: top-dose activity change, negative = inhibition, hits mostly inhibitors; AID 463254; O75604; USP2 core, Ub-CHOP2 coupled fluorogenic reporter, 485/531; actives 0.01% (n = 330,000);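 also: potency is read from the fitted curve at half-maximal effect; plate controls were DMSO wells for no effect and full inhibition by NEM control for full effect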
Target sequence (O75604 whole entry, looked up): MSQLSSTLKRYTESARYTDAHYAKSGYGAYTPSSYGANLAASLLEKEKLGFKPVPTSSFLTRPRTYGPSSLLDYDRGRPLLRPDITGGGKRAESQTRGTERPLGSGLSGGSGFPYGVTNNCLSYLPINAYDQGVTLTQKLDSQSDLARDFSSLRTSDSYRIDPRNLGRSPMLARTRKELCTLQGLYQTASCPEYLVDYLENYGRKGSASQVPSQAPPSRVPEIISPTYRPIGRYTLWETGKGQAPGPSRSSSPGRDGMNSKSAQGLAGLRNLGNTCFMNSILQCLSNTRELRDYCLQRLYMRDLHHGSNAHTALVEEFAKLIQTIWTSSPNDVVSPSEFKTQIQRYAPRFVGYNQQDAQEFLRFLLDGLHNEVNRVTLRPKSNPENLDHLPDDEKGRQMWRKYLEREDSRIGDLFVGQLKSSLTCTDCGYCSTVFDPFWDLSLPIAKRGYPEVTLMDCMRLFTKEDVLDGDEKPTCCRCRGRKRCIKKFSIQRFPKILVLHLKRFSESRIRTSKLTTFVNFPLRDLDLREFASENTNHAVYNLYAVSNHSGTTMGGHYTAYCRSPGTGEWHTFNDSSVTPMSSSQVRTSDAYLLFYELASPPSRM
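USP2 core (10nM final) preincubated 30min RT with compound in 20mM Tris-HCl pH 8.0, 2mM CaCl2, 2mM beta-mercaptoethanol, 0.05% CHAPS; 25nM Ub-CHOP2 plus 25nM reporter substrate added, fluorescence (Ex485/Em531) read after 60min.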
Giardia kill = Giardia lamblia killing; Giardia lamblia trophozoite viability; activity change, % at 7.66 µM, hits read low; actives 0.15% (n = 340,000); AID 540267; in the data active = activity change below about -80%; inconclusive = between about -30% and that limit;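 also: parasites exposed to compound for two days anaerobically before the ATP read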
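Killing of trophozoites was scored by loss of ATP luminescence after a 48 hrs anaerobic exposure to compounds at 37 deg C, using 100 cells per well.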
* marks the source's active call; other numbers are inactive results; ? = inconclusive; · = not tested or not shown; [ ] = remark or other dose. Unless noted, calls follow the shape of the dose curve; as a rule, active = well fitted curve in the direction sought with a large enough effect; inconclusive = small, poorly fitted or top-dose-only effect, or another doubt; inactive = no such curve, though single readings can be large; an effect the other way counts as inactive or inconclusive. Unless noted, % is scaled to controls: 0 for no effect and ±100 for the full control effect.

1: COC(=O)CNS(=O)(=O)c1ccc(Cc2ccc(S(=O)(=O)NCC(=O)OC)cc2)cc1
2: CCC(=O)c1ccc(OCC(=O)NC2(C#N)CCCCC2)cc1
3: COC(=O)c1cc(C(C)=O)n2ccccc12
4: CCCCN(C(=O)c1cccs1)c1c(N)n(Cc2ccccc2)c(=O)[nH]c1=O
5: O=C(CSc1ncn[nH]1)Nc1ccccc1-c1ccccc1
6: COCCN(C(=O)CSc1nnc(Nc2ccc(C)cc2)s1)c1c(N)n(CC(C)C)c(=O)[nH]c1=O
7: COc1ccc(C2C3=C(CC(C)(C)CC3=O)Nc3cc4c(cc32)OCO4)cc1 (stereo unspecified)
8: Cc1ccc(OCC(=O)N/N=C/c2ccc3c(c2)OCO3)cc1C
9: COc1cccc(C(=O)NCC(=O)N/N=C/c2cccnc2)c1
10: CC(C)CC(=O)NCCCN1CCN(CCCNC(=O)CC(C)C)CC1

Compound | 1 | 2 | 3 | 4 | 5 | 6 | 7 | 8 | 9 | 10
KCNH2 3.1 inh | -9 | -5 | -6 | -8 | 2 | 10 | 0 | 0 | -8 | 10
PKM2 act | 4% | -1% | 1% | · | 1% | 2% | 0% | -4% | -8%[0.46 µM] | 8%
Eya2 phos inh | 1% | -3% | 8% | -13% | -10% | 2% | 14% | 1% | 7% | -23%
Chronic BCR inh | ? | -1% | 19% | -2% | -7% | -2% | -8% | -28% | -9% | ?
GALK inhibitor | 0% | 3% | 0% | · | 3% | 9% | -3% | 4% | 0% | 0%
KCNH2 WT inh | -2 | 2 | -5 | -7 | 16 | 8 | 0 | -7 | 9 | -3
Coupling enz | -2 | 1 | 0 | · | 4 | -2 | 5 | 0 | 0 | 2
uPA surface inh | · | -11% | -6% | -24% | -1% | -3% | -1% | ? | -3% | ·
B2AR arrestin | -0.4% | -0.2% | 0.0% | 0.1% | -1.5% | 0.1% | 0.0% | -0.1% | 0.0% | -0.3%
USP2a inh | 7% | -2% | 3% | 3% | -5% | -1% | -1% | 2% | 3% | 0%
Giardia kill | 7 | 19 | 7 | 6 | -14 | -5 | 7 | -3 | -3 | 3

11: O=C(CSc1nc2cc(Cl)ccc2s1)N1CCCc2ccccc21
12: C#CC(C)(C)NC(=O)c1sccc1Oc1ccc(F)cc1[N+](=O)[O-]
13: COc1cc(OC)c(C(=O)OCC(=O)NC2CCCCCCC2)cc1OC
14: Cc1cc(CN2C(=O)c3ccccc3C2=O)no1
15: COCCOC(=O)c1sc2nc[nH]c(=O)c2c1C
16: Cc1nonc1NC(=O)CSc1nnnn1-c1ccccc1
17: S=c1[nH]nc(Cc2cccc3ccccc23)o1
18: Cc1ccc(NC(=O)C(=O)NCC2CCCN2S(=O)(=O)c2cccs2)cc1 (stereo unspecified)
19: CCNC(=S)N/N=C/c1cc(Br)cc(Br)c1OC
20: Cc1cc(NS(=O)(=O)c2ccc(NC(=O)COc3cc(C)c(Cl)c(C)c3)cc2)no1

Compound | 11 | 12 | 13 | 14 | 15 | 16 | 17 | 18 | 19 | 20
KCNH2 3.1 inh | 0 | -4 | -14 | 2 | 3 | 1 | 25 | -4 | -3 | 0
PKM2 act | -4% | -1% | · | 7% | -2% | 0% | 0% | · | 2% | ·
Eya2 phos inh | 4% | -13% | -6% | 5% | -11% | -6% | 8% | 21% | 2% | -11%
Chronic BCR inh | -1% | 8% | 2% | 6% | -13% | 7% | ? | -2% | -17% | -1%
GALK inhibitor | -3% | 9% | · | -1% | 12% | -1% | 1% | · | -3% | ·
KCNH2 WT inh | 9 | -4 | 19 | 5 | 1 | -6 | 3 | 5 | 7 | -13
Coupling enz | -5 | 5 | · | 2 | 3 | -2 | 9 | · | 1 | ·
uPA surface inh | 10% | -3% | 4% | 0% | 8% | 2% | -3% | -5% | · | -5%
B2AR arrestin | 0.1% | 0.5% | -0.8% | -0.3% | -0.2% | 0.0% | 3.4% | -0.2% | 0.2% | 0.0%
USP2a inh | -6% | 1% | -2% | 2% | 4% | 1% | 0% | 4% | 3% | -1%
Giardia kill | 9 | -11 | -11 | 11 | 16 | 20 | 4 | 8 | 8 | ?

21: Cc1ccc(NC(=O)CSc2ccc3c(c2)OCCO3)nc1
22: CC(=O)Nc1sc(N/N=C\c2ccc(O)cc2)nc1-c1cccs1
23: CC(C)(C)SCCNC(=O)CN1C(=O)c2ccccc2S1(=O)=O
24: COc1ccccc1N1CCN(/N=C/c2cccc(O)c2)CC1
25: O=C(CN(C(=O)CNS(=O)(=O)c1ccc(F)cc1)c1ccccc1)NCc1ccco1
26: CCCN(CCC)c1nc(C)cc(C(C#N)c2nc3ccccc3o2)n1 (stereo unspecified)
27: COc1ccc(C2C(C#N)=C(N)Oc3cc(C)n(Cc4ccco4)c(=O)c32)cc1 (stereo unspecified)
28: COC(=O)CSc1nnc(COc2ccc([N+](=O)[O-])cc2)n1C
29: COc1ccc(CN(CC(=O)NCc2ccccc2)C(=O)CCC(=O)Nc2nccs2)cc1
30: CCn1ncc(C2=NOC(C(=O)NCC(C)C)C2)c1C (stereo unspecified)

Compound | 21 | 22 | 23 | 24 | 25 | 26 | 27 | 28 | 29 | 30
KCNH2 3.1 inh | -1 | -7 | -9 | -9 | -4 | · | 0 | 1 | -7 | 2
PKM2 act | · | 22µM* | -2% | -1% | · | -3% | 24% | -3% | · | -6%
Eya2 phos inh | 6% | 4% | 4% | -10% | -14% | -24% | -1% | 1% | -10% | 12%
Chronic BCR inh | ? | ? | 0% | -3% | -2% | 0% | -14% | 1% | -6% | ?
GALK inhibitor | · | 0% | -1% | 0% | -1% | 1% | 1% | -1% | 5% | 0%
KCNH2 WT inh | 3 | -10 | -9 | -10 | 2 | · | -4 | 5 | 4 | 5
Coupling enz | · | -2 | 4 | 1 | 0 | -2 | -3 | -2 | 1 | 0
uPA surface inh | 2% | 19% | -3% | 0% | -1% | · | -5% | 1% | -7% | -1%
B2AR arrestin | 0.1% | -0.2% | 0.2% | 0.1% | -0.1% | -0.8% | -0.2% | -0.1% | -0.6% | -0.3%
USP2a inh | 0% | -1% | 8% | -2% | 3% | 0% | 1% | -2% | -1% | 3%
Giardia kill | 6 | -4 | 18 | -3 | 2 | · | -16 | -20 | -11 | 7

31: COc1ccc2cc(C(=O)N3CCN(c4ccccc4OC)CC3)[nH]c2c1
32: CCC1(CC)C(=O)NC(=O)NC1=Nc1cccc(OC)c1
33: Cc1ccc(OCC(=O)NC2CCS(=O)(=O)C2)c(C)c1 (stereo unspecified)
34: CC1(C)Cc2c(cnn2-c2cccc(F)c2)C(NC(=O)CSc2ccccn2)C1 (stereo unspecified)
35: COc1ccc(NC(=O)c2cc3c(=O)n(C)c4ccccc4c3n2C)cc1Cl
36: CO/N=C(/CNC(=O)c1cccc(Cl)c1)c1ccc(Cl)cc1
37: COCCN(CCOc1cc(C)cc(C)c1)Cc1ccc(Cl)cc1
38: O=C(O)c1cccc(COc2ccc3c(c2)CCC3)c1
39: Cc1cccc(N2CCN(Cc3cn(C)nc3-c3ccccc3F)CC2)n1
40: CCOCCCNC(=O)CN1C(=O)CSc2ccccc21

Compound | 31 | 32 | 33 | 34 | 35 | 36 | 37 | 38 | 39 | 40
KCNH2 3.1 inh | -2 | -45 | 2 | -2 | -4 | -3 | 19 | -112* | -7 | -72*
PKM2 act | · | -2% | -7% | -1% | -1% | 2% | · | -24% | 5% | -8%
Eya2 phos inh | -4% | -2% | 4% | 7% | 2% | -1% | -7% | 4% | 10% | 5%
Chronic BCR inh | -12% | -1% | 3% | ? | 6% | 6% | ? | ? | ? | 3%
GALK inhibitor | · | 6% | -2% | -1% | 4% | · | -2% | 1% | 0% | ·
KCNH2 WT inh | -11 | -6 | 16 | -2 | 5 | 0 | -19 | 6 | -1 | 0
Coupling enz | -7 | 1 | · | 1 | 0 | -1 | 0 | 35 | 1 | 1
uPA surface inh | 9% | 5% | 6% | -11% | -1% | 5% | 2% | -4% | -1% | -2%
B2AR arrestin | 0.2% | -0.2% | 0.0% | -0.7% | -0.8% | -0.3% | 0.2% | -0.8% | -0.3% | -0.6%
USP2a inh | 0% | -1% | 4% | 1% | 2% | 1% | 1% | -3% | 7% | 4%
Giardia kill | ? | 2 | 3 | -7 | 17 | 9 | -8 | -16 | -12 | -10

Full records, quoted from the list.
`O=C(O)c1cccc(COc2ccc3c(c2)CCC3)c1` as listed: KCNH2 3.1 inh: -112*; PKM2 act: -24%; Eya2 phos inh: 4%; Chronic BCR inh: ?; GALK inhibitor: 1%; KCNH2 WT inh: 6; Coupling enz: 35; uPA surface inh: -4%; B2AR arrestin: -0.8%; USP2a inh: -3%; Giardia kill: -16
`CCOCCCNC(=O)CN1C(=O)CSc2ccccc21` as listed: KCNH2 3.1 inh: -72*; PKM2 act: -8%; Eya2 phos inh: 5%; Chronic BCR inh: 3%; GALK inhibitor: ·; KCNH2 WT inh: 0; Coupling enz: 1; uPA surface inh: -2%; B2AR arrestin: -0.6%; USP2a inh: 4%; Giardia kill: -10
